AHR activator – activators of human aryl hydrocarbon receptor; hit rate 2.5% among 320,000; activation, % at 5 µM; AHR-responsive luciferase reporter cells, luminescence; P35869; in the data active means activation above about 47%;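 further: 0% = vehicle wells and 100% = reference agonist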
Target sequence (P35869 whole entry, looked up): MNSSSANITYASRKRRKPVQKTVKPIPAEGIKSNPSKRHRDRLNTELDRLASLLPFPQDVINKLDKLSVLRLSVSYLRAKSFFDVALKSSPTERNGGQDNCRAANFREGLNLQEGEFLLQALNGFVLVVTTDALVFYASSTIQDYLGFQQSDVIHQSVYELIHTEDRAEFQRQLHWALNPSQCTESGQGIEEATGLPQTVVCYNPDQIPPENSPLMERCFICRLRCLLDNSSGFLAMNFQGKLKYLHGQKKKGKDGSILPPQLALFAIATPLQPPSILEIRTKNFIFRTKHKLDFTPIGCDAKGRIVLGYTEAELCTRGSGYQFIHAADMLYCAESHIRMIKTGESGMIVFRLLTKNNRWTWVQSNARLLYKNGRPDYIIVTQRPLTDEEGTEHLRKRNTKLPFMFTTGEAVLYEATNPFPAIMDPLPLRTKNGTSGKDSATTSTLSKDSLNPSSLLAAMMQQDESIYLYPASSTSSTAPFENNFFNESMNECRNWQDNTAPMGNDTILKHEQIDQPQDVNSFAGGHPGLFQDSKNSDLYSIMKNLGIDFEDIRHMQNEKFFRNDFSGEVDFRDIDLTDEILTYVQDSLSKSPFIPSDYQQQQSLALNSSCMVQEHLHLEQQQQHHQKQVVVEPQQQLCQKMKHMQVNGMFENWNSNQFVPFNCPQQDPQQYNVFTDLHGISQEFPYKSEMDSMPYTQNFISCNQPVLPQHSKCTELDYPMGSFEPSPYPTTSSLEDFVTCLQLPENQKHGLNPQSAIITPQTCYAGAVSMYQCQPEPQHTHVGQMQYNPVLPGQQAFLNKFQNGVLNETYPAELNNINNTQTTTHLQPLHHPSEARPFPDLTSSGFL
AGP1-GFP MLPCN – alters AGP1-GFP fluorescence in TOR pathway yeast screen | S. cerevisiae AGP1-GFP multiplex flow cytometry, 3 h; GFP as percent of DMSO wells | GFP response vs DMSO, % at 10 µM | hit rate 0.02% among 320,000;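 active means GFP response relative to DMSO above a set limit, near screen average plus 3 SD, cut at about 150% in these data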;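 further: median GFP channel fluorescence of the gated AGP1 strain per well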
Efflux pump inh – blocks antifungal efflux pumps in multiplex yeast assay; S. cerevisiae Candida pump triplex, Nile Red efflux; inhibition, % at 10 µM; hit rate 0.44% among 330,000; AID 485275;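 active means plate passing quality check with inhibition over a set limit, or well fluorescence over plate mean plus 4 SD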;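 further: Nile Red retained in pooled yeast measured as flow cytometry median fluorescence; 0% = buffer negative control and 100% = Enniatin B positive control; higher means more Nile Red kept so more efflux inhibition; some compounds called inactive have numbers as strong as hits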
CIT2 TOR yeast – modulators of TOR pathway CIT2-GFP in S. cerevisiae. S. cerevisiae CIT2-GFP strain, flow cytometry, 3 h; 100 means same as DMSO wells. GFP response vs DMSO, % at 10 µM. hit rate 0.065% among 320,000. AID 2029;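 active means GFP response relative to DMSO above a set limit, near the screen mean plus 3 SD, cut at about 150% in these data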;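 further: ratio of well median GFP fluorescence to mean of DMSO wells on the plate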
Yeast superoxide – yeast age-related superoxide inhibition as caloric restriction mimetic. hit rate 0.18% among 330,000. AID 2690. S. cerevisiae aged cells, superoxide DHE fluorescence; stronger effect = lower value. superoxide response (% of plate mean), % at 10 µM;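 active means superoxide response under a set limit, about three screen SD below normal, cut at about 65% in these data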;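 further: yeast aged for seven days with compound at 30 °C before DHE staining; 100% = average MFI of all compound-treated wells on the plate with controls excluded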
MEP2-GFP yeast – modulators of TOR pathway MEP2-GFP in S. cerevisiae; S. cerevisiae MEP2-GFP strain, flow cytometry GFP, 3 h; 100% = DMSO control level; GFP response vs DMSO, % at 10 µM; hit rate 0.51% among 330,000; AID 2016;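 active means GFP response versus DMSO above a set limit, roughly screen mean plus 3 SD, cut at about 180% in these data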;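 further: median GFP fluorescence of the barcode-gated MEP2-GFP cells per well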
LAP4 TOR yeast – yeast TOR pathway LAP4-GFP modulation | S. cerevisiae LAP4-GFP multiplex, flow cytometry GFP, 3 h; median GFP as percent of DMSO wells | GFP response vs DMSO, % at 10 µM | hit rate 0.34% among 320,000;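 active means GFP response vs DMSO above a set limit, about the screen mean plus 3 SD, cut at about 150% in these data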
RPL19A TOR yeast – alters RPL19A-GFP fluorescence in TOR pathway yeast screen | S. cerevisiae RPL19A-GFP strain, flow cytometry, 3 h; stronger effect = lower value | percent response vs DMSO, % at 10 µM | hit rate 0.3% among 330,000 | AID 2025;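 active means percent response vs DMSO below 50%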;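 further: median channel GFP fluorescence of the barcoded RPL19A-GFP strain; ratio of sample median GFP to plate DMSO average so 100% = DMSO; lower means less RPL19A-GFP as with rapamycin TOR inhibition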
Active calls of the source: *; nt = no result given.

no.	SMILES	AHR activator	AGP1-GFP MLPCN	Efflux pump inh	CIT2 TOR yeast	Yeast superoxide	MEP2-GFP yeast	LAP4 TOR yeast	RPL19A TOR yeast
1	COc1ccccc1-c1noc(CCCC(=O)N2CCOCC2)n1	2	106	-0.1	109	93	95	113	96
2	c1ccc(N2CCCCC2)c(NC2=NCCC2)c1	-1	100	-0.2	106	100	95	110	96
3	COc1ccc(/C=C/C(=O)c2c(O)ccc3c(C)cc(=O)oc23)cc1	13	98	-0.1	97	113	94	120	101
4	CC(C)(C)c1ccc(NC(=O)CSc2n[nH]c(=O)n2C2CC2)cc1	10	104	-0.1	105	102	106	106	100
5	O=C(COC(=O)/C=C/c1ccccc1)Nc1cccc(Oc2ccccc2)c1	3	103	0.3	108	104	96	94	110
6	CCn1c(SCC(=O)Nc2nc3ccc(C)cc3s2)nc2c(c1=O)SC(C)C2 (stereo not drawn)	-13	105	0.0	101	99	94	103	98
7	Cc1noc(NS(=O)(=O)c2ccc(NC(=O)c3ccc(OC(C)C)cc3)cc2)c1C	0	100	-0.1	98	121	99	101	96
8	O=c1c2cc(NC(=S)NC3CCCCC3)ccc2nc2n1CCCCC2	-1	93	0.4	90	105	91	94	91
9	CCn1c(C)[n+](CC)c2ccc(S(=O)(=O)NC)cc21	5	96	0.9	95	124	115	99	95
10	Cc1ccc(C(C)NC(=S)NCc2ccc(F)cc2)c(C)c1 (stereo not drawn)	-1	94	-0.4	95	96	93	102	97
11	Cc1cccc(C)c1NC(=O)CNC(=O)C1CC(=O)N(Cc2ccccc2)C1 (stereo not drawn)	0	106	0.1	97	102	101	110	98
12	O=C(COC(=O)CCC(=O)N1CCOCC1)Nc1ccc(Br)cc1Br	-1	97	-0.2	106	88	96	92	99
13	CCC1CCCCN1C(=O)COC(=O)CN(C)S(=O)(=O)c1ccc(NC(C)=O)cc1 (stereo not drawn)	1	100	0.0	94	93	85	100	91
14	CC(C)n1c(C(=O)OCC(=O)NCc2ccc3c(c2)OCO3)cc2occc21	4	102	-0.1	100	100	98	95	102
15	CC1(C)CC(=O)C=C(N2CCCC2)C1	-3	104	-0.1	107	106	100	100	100
16	COc1ccc(C(=O)N2CC=C(c3ccccc3)CC2)cc1S(=O)(=O)N1CCOCC1	2	103	0.1	100	102	105	101	105
17	COc1ccc(C2=NCCn3nc4ccccc4c32)cc1	54*	102	-0.2	101	90	96	101	102
18	CCCn1nnnc1SCC(=O)N1CCOCC1	3	92	0.1	88	123	104	95	95
19	O=C(Oc1ccc(OC(=O)N2CCCCC2)cc1)N1CCCCC1	1	103	-0.2	102	100	101	100	99
20	Cc1ccc(S(=O)(=O)Cn2nnnc2C(C(C)C)N2CCN(Cc3ccco3)CC2)cc1 (stereo not drawn)	2	92	0.0	92	96	93	89	92
21	CC(=O)N[C@@H](CC(=O)O)C(=O)O	-3	96	-0.1	89	85	100	121	98
22	O=C(O)c1cc2n(n1)C(C(F)(F)F)CC(c1ccco1)N2 (stereo not drawn)	-1	112	0.0	95	106	105	101	107
23	COc1ccc(N(C=O)C(=S)SC)cc1	0	99	0.0	91	94	96	117	96
24	CN(C)c1nc(N(C)C)nc(N2CC(=O)N(c3ccccc3)C2=N)n1	4	92	-0.1	87	131	91	96	91
25	Cc1cccc(-n2cnc(C(=O)O)c2)n1	2	104	-0.1	98	95	94	100	98
26	CN(C)CCCN1C(=O)C2CCc3[nH]c4ccccc4c3C2C1=O (stereo not drawn)	0	104	0.1	101	106	103	108	102
27	COc1ccc(Oc2ncccc2[N+](=O)[O-])cc1	0	107	0.1	98	111	109	122	103
28	COc1ccc(-c2noc(CSc3nc(-c4ccccc4)cc(=O)[nH]3)n2)cc1	2	94	-0.1	102	103	105	95	95
29	O=C(O)COc1ccccc1/C=N/NC(=O)CSc1nc2ccccc2n1Cc1ccccc1Cl	2	102	0.0	97	110	101	101	98
30	CCNC(=S)Nc1c(C)n(C)n(-c2ccccc2)c1=O	1	103	0.1	100	87	107	95	104
31	O=C(CSc1nnc(-c2ccccc2)n1-c1ccccc1)c1ccc[nH]1	-5	89	-0.1	93	88	97	80	97
32	COc1ccccc1NC(=S)N(Cc1ccc(C)cc1)Cc1cccnc1	-1	106	-0.1	109	97	102	110	103
33	C=C[C@H]1C(O[C@@H]2O[C@H](CO)[C@@H](O)[C@H](O)[C@H]2O)OC=C2C(=O)N3CCc4cc(OC)c(O)cc4[C@H]3C[C@H]21 (stereo partly drawn)	1	120	-0.2	106	108	106	104	113
34	O=C(Oc1oc(-c2ccco2)nc1C=Nc1ccccc1)c1ccco1	2	79	-0.1	71	93	90	203*	98
35	O=C(Nc1ccc(S(=O)(=O)N2CCCCC2)cc1)c1ccc(F)cc1	-4	98	0.0	86	88	103	109	102
36	CCOc1cc(/C=C2\SC(N)=NC2=O)ccc1O	-3	90	-0.1	104	95	97	77	93
37	OC(Cn1cncn1)c1ccc(Cl)cc1 (stereo not drawn)	1	101	0.0	100	133	100	101	102
38	O=C(CN1C(=O)CSC1=O)Nc1ccccc1N1CCOCC1	0	107	0.1	nt	104	102	86	100
39	COc1ccc(/C=N/NC(=O)c2ccncc2)c(OC)c1	19	100	-0.1	101	97	92	89	101
40	CCc1ccc(NS(=O)(=O)c2ccc3[nH]cc(C(=O)N(C)Cc4ccco4)c(=O)c3c2)cc1	0	105	0.0	98	102	109	95	102
41	CCC(=O)N1CCc2cc(S(=O)(=O)NC(C(=O)NCc3ccc(F)cc3)C(C)C)ccc21 (stereo not drawn)	3	106	0.1	101	92	106	105	101
42	CCN(CC)C(CNC(=O)CSc1nnnn1-c1ccc(C)c(C)c1)c1ccco1 (stereo not drawn)	0	93	-0.1	97	64*	93	91	92
43	COC(=O)/C=C1\OC(c2ccccc2)=CC1=O	2	101	-0.1	104	85	107	95	104
44	Cc1ccc(NC(C(N)=O)c2c(C)[nH]c(=O)[nH]c2=O)cc1 (stereo not drawn)	3	99	-0.1	102	110	102	96	93
45	O=C(NN=C1CCCCCC1)c1ccc(Br)o1	24	99	0.2	102	95	97	91	104
46	CC1CC(C)(C)CC2(C1)NC(=S)N(c1ccccc1)N2 (stereo not drawn)	18	105	0.0	110	100	102	99	103
47	COc1cc2ccccc2cc1C(=O)Nc1ccccc1C	nt	94	0.1	103	94	113	100	100
48	CC(=O)NCCc1nc2ccccc2n1Cc1cc(C)ccc1C	1	100	0.0	86	99	97	98	93

Not a retest: an excerpt of the list.
no.	SMILES	AHR activator	AGP1-GFP MLPCN	Efflux pump inh	CIT2 TOR yeast	Yeast superoxide	MEP2-GFP yeast	LAP4 TOR yeast	RPL19A TOR yeast
39	COc1ccc(/C=N/NC(=O)c2ccncc2)c(OC)c1	19	100	-0.1	101	97	92	89	101
40	CCc1ccc(NS(=O)(=O)c2ccc3[nH]cc(C(=O)N(C)Cc4ccco4)c(=O)c3c2)cc1	0	105	0.0	98	102	109	95	102
41	CCC(=O)N1CCc2cc(S(=O)(=O)NC(C(=O)NCc3ccc(F)cc3)C(C)C)ccc21 (stereo not drawn)	3	106	0.1	101	92	106	105	101
42	CCN(CC)C(CNC(=O)CSc1nnnn1-c1ccc(C)c(C)c1)c1ccco1 (stereo not drawn)	0	93	-0.1	97	64*	93	91	92
43	COC(=O)/C=C1\OC(c2ccccc2)=CC1=O	2	101	-0.1	104	85	107	95	104
44	Cc1ccc(NC(C(N)=O)c2c(C)[nH]c(=O)[nH]c2=O)cc1 (stereo not drawn)	3	99	-0.1	102	110	102	96	93
45	O=C(NN=C1CCCCCC1)c1ccc(Br)o1	24	99	0.2	102	95	97	91	104
46	CC1CC(C)(C)CC2(C1)NC(=S)N(c1ccccc1)N2 (stereo not drawn)	18	105	0.0	110	100	102	99	103
47	COc1cc2ccccc2cc1C(=O)Nc1ccccc1C	nt	94	0.1	103	94	113	100	100

Later entries
no.	SMILES	AHR activator	AGP1-GFP MLPCN	Efflux pump inh	CIT2 TOR yeast	Yeast superoxide	MEP2-GFP yeast	LAP4 TOR yeast	RPL19A TOR yeast
49	N#Cc1ccccc1NC(=O)COC(=O)c1ccc(S(=O)(=O)N2CCCC2)cc1	7	100	-0.3	103	95	100	96	99
50	COc1cc2c(c(OC)c1OC)-c1ccc(NC(=O)c3ccccc3)c(=O)cc1[C@@H](NC(C)=O)CC2	nt	103	-0.2	101	99	106	97	105
51	Cc1nnc(SCC(=O)NC2CC2)n1CCc1ccccc1	-1	99	-0.1	79	105	110	109	101
52	C=CCNC(=O)c1onc(CSc2cc(C)ccc2C)c1C(=O)O	-2	81	-0.1	71	81	93	121	95
53	CCc1ccc(-c2nc(SCC(=O)c3c(N)n(C4CC4)c(=O)[nH]c3=O)n[nH]2)cc1	6	105	-0.1	92	79	103	110	103
54	COc1cccc(-n2nnc3c(=O)n(CC(=O)Nc4ccccc4C)cnc32)c1	2	106	-0.1	103	83	99	100	98
55	COc1ccc(C(C)(C)C)cc1NC(=O)COC(=O)c1cc(SC)ccc1Cl	2	106	-0.1	98	81	105	102	103
56	O=C(CC(Nc1ccccc1Cl)C(=O)O)c1ccccc1 (stereo not drawn)	6	100	-0.1	100	86	102	138	100
57	O=C(NCc1nc2ccccc2[nH]1)C1=C[C@H](c2ccccc2)C[C@H](OCc2ccc(CO)cc2)O1	5	93	0.1	108	99	92	109	103
58	OCCC1CN(Cc2nc(-c3ccccc3)cs2)CCN1C1CCCC1 (stereo not drawn)	4	97	0.0	106	98	97	97	97
59	CN(c1ccccc1C(=O)Nc1ccc(S(=O)(=O)N2CCCC2)cc1)S(C)(=O)=O	0	98	-0.1	99	101	107	107	99

High-throughput results: PubChem BioAssay, several laboratories
